mIAP act: increases mouse intestinal alkaline phosphatase activity; muIAP, CDP-Star luminescence, 30 min; stronger effect = higher value; 1 = vehicle-only enzyme signal, 0 = enzyme-free wells; activation factor at 10 µM; 0.24% of 330,000 active; AID 2805;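 active = activation factor of at least 2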; note: the source names both 10 and 20 µM as test concentration; values of inactives mirror those of a sister screen read the other way
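Assay system: mouse IAP enzyme; reagent: chemiluminescent substrate CDP-Star; dosing: test compounds delivered from DMSO solution; schedule: 30 min at room temperature; measured by: luminescence from enzymatic CDP-Star hydrolysis; controls: DMSO-only wells and no-enzyme negative control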
beta cell repl: MIN6 beta-cell proliferation induction; proliferation, % at 10 µM; MIN6 cells proliferation, ATPlite luminescence, 48 h; cells starved in 0.2% serum; 100% = growth in 10% serum; 0.29% of 330,000 active; AID 2380;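 active = compounds whose signal lies at least 3.5 SD above the mean of all wells on their plate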;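 note: 0% = DMSO-treated cells in low-serum medium and 100% = 10% serum control; some compounds called inactive have numbers as strong as hits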
A3G deaminase: blocks human APOBEC3G single-stranded DNA deamination; Q9HC16; recombinant A3G, ssDNA deamination FAM/TAMRA fluorescence; inhibition, % at 20 µM; 0.28% of 330,000 active;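 active = inhibition of at least 40% at 20 µM, with no more than 30% in the related APOBEC3A deaminase screen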;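 note: plate controls were DMSO wells with A3G for no effect and wells lacking A3G enzyme for full effect; some compounds called inactive have numbers as strong as hits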
hIAP inh: human IAP inhibition; P09923; inhibition, % at 10 µM; purified IAP, CDP-Star luminescence, 30 min; 0.12% of 330,000 active;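 active = inhibition reaching a set limit with compound at 10 µM in the primary screen, cut at about 35% in these data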;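 note: plate controls were DMSO wells with enzyme for no effect and no-enzyme buffer wells for full effect; values of inactives mirror those of a sister screen read the other way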
Target sequence (P09923 whole entry, looked up): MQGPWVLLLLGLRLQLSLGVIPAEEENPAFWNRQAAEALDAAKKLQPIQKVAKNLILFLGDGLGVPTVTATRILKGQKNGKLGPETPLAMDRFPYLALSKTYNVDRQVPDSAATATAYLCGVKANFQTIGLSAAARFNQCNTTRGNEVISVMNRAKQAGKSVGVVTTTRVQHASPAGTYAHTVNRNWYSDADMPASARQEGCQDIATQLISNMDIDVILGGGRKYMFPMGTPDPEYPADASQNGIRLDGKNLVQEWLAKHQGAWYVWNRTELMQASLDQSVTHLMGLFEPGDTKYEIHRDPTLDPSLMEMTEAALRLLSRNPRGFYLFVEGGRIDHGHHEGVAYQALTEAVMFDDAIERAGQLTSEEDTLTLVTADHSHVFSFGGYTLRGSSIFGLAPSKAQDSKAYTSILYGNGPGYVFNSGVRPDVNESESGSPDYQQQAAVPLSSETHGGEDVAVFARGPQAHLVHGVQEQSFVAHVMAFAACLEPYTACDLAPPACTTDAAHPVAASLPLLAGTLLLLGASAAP
mIAP inh: mouse IAP inhibition. purified mouse IAP, CDP-Star luminescence, 30 min. inhibition, % at 10 µM. 0.2% of 330,000 active;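 active = inhibition of at least 40% at 10 µM in the primary screen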;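 note: plate controls were DMSO with enzyme for no effect and no enzyme wells for full effect; values of inactives mirror those of a sister screen read the other way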
ATG4B inh: inhibitors of human ATG4B cysteine protease | ATG4B cleavage of LC3-PLA2, NBD-HPC fluorescence, 1 h | inhibition, % at 8.33 µM | 0.51% of 340,000 active; in the data active = inhibition above about 40%
MPTP block: inhibitors of mitochondrial permeability transition pore; inhibition, % at 10 µM; 1.4% of 360,000 active; AID 602449; isolated mouse mitochondria, Ca2+ swelling absorbance, 30 min;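 active = inhibition of 50% or more, scaled per plate between neutral and stimulator controls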;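 note: 0% = DMSO wells given calcium and 100% = 1 mM EGTA wells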
A3A deaminase: human APOBEC3A DNA deaminase inhibition. 0.41% of 330,000 active. recombinant A3A, FAM/TAMRA ssDNA deamination fluorescence. AID 493011. inhibition, % at 20 µM;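 active = at least 40% inhibition at 20 µM here, with at most 30% in a related deaminase screen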;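 note: plate controls were A3A with DMSO for no effect and wells lacking A3A enzyme for full effect; some results filed as inactive read as strong as hits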
Target sequence (P31941 whole entry, looked up): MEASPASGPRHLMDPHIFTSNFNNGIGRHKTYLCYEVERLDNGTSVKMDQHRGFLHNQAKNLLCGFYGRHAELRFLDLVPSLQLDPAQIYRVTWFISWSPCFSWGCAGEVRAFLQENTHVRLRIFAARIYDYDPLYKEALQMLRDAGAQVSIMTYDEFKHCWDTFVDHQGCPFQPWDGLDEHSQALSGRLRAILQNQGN
hIAP act: increases human intestinal alkaline phosphatase activity; P09923; purified human IAP, CDP-Star luminescence, 30 min; stronger effect = higher value; 1 = vehicle-only enzyme, 0 = enzyme-free background; activation factor at 10 µM; 0.16% of 330,000 active;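 active = activation factor of the enzyme at least 2-fold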; note: the source names both 10 and 20 µM as test concentration; values of inactives mirror those of a sister screen read the other way
Numbers without * were called inactive; nt = not tested or not shown. Outcome played no part in choosing rows; about 3.3% have a hit in one of these screens.

SMILES	mIAP act	beta cell repl	A3G deaminase	hIAP inh	mIAP inh	ATG4B inh	MPTP block	A3A deaminase	hIAP act
COc1ccc(C2/C=C\CN(C(=O)OCc3ccccc3)CC(=O)N2Cc2ccc(F)cc2)cc1 (stereo not drawn)	1	-6	-6	7	-4	4	0.1	2	0.93
C[C@H]1CN([C@@H](C)CO)C(=O)Cc2cc(NC(=O)CCC(F)(F)F)ccc2O[C@H]1CN(C)C(=O)Nc1ccc(F)cc1	0.98	1	-7	4	2	-11	0.9	-3	0.96
Cc1[nH]c2ccc(C(=O)N3CCN(Cc4ccccc4)CC3)cc2c1C	1	-4	-9	-3	-2	-5	-0.3	-4	1
CCCCCn1c(=O)[nH]c2cc(C(=O)NCCCN(CC)CC)ccc2c1=O	1	-4	-3	6	-1	-7	-0.1	1	0.94
Cc1cc(NC(=O)CCC(=O)N(Cc2ccco2)C2(C(=O)NC3CCCCC3)CCCC(C)C2)no1 (stereo not drawn)	1	0	-4	-24	-2	-3	0.2	-1	1.2
CCOC(=O)C1=CNS(=O)(=O)NC1c1ccc(OC(C)=O)cc1 (stereo not drawn)	1	nt	-1	nt	-1	-8	-0.4	-1	nt
O=C1NCC(O)=C1C=NCCCO	1	-5	7	2	0	12	-1.5	0	0.98
CCOC(=O)CSc1nc2ccsc2c(=O)[nH]1	1	1	-2	7	-2	-6	-0.8	-1	0.93
Cc1ccc(N(C)C(=O)CCNC(=O)Cn2cnc3ccccc3c2=O)cc1C	1.1	-1	9	-10	-8	-1	-0.6	-1	1.1
COc1cc2c(c(OC)c1OC)-c1c(cc(OC)c(OC)c1OC)C[C@](C)(O)[C@@H](C)C2	1	0	-6	7	-4	-11	-0.4	-1	0.93
O=C(CSc1nnc2ccccn12)Nc1cccc(S(=O)(=O)N2CCOCC2)c1	0.9	0	-7	-8	10	-9	-0.7	-1	1.1
COc1ccc(/C=N/NC(=O)c2ccn[nH]2)cc1CSc1ccccn1	0.91	-4	-4	18	9	-11	-1.6	-1	0.82
O=C(Nc1ccc(F)cc1)c1ccccc1S(=O)(=O)c1ccccc1[N+](=O)[O-]	1	0	-1	3	0	0	0.4	1	0.97
Nc1ccn(-c2ccc(Cl)cc2)c(=O)c1	0.96	0	-8	-14	4	2	2.8	-3	1.1
O=C(COC(=O)CCN1C(=O)c2ccccc2C1=O)Nc1ccc(S(=O)(=O)N2CCCC2)cc1	1	0	-5	15	-5	-19	0.7	-2	0.85
Cc1ccc(CN2CCSc3ccc(C(=O)NCc4cccnc4)cc32)cc1	1.1	3	-6	11	-10	1	6.5	-4	0.89
NC(=O)NC(=O)CN1C(=O)NC(c2ccccc2)(c2ccccc2)C1=O	0.92	-2	0	-23	8	5	-0.8	0	1.2
O=C(CNC(=O)c1ccco1)NCC(=O)OCc1cccc(Cl)c1	0.86	-2	4	0	14	-6	0.6	2	1
COc1ccc(S(=O)(=O)NC(C)C(=O)NCc2ccncc2)cc1OC (stereo not drawn)	0.95	-6	-6	0	5	-5	-0.5	-2	1
N[C@@H](CO)c1nnc([C@H](Cc2ccc(O)cc2)NC(=O)C2CCNCC2)o1	0.96	0	-10	-13	4	-10	-3.3	-2	1.1
COc1ccccc1NC(=O)CN1C(=O)COc2ccc(S(=O)(=O)N3CCOCC3)cc21	0.91	0	-2	15	9	3	-1.9	2	0.85
COCCN(C(=O)CSc1nnc(-c2ccccc2F)o1)c1c(N)n(CC(C)C)c(=O)[nH]c1=O	0.92	1	-4	-6	8	4	-1.1	2	1.1
O=C(NCc1cccc(Cl)c1)c1ccc(CS(=O)Cc2ccc(Cl)cc2)o1 (stereo not drawn)	1	0	-5	-26	0	60*	0.1	-2	1.3
CCOC(=O)N1CCN(C(=O)CSc2nnc(-c3ccc(C)c(C)c3)o2)CC1	1	-5	-12	13	0	-1	-0.8	2	0.87
O=C(CCC(=O)OCc1cccc([N+](=O)[O-])c1)Nc1ccc(F)cc1	1.1	-2	-4	5	-9	10	2.0	4	0.95
COc1c(C)cc(C(=O)C2CCCN(C(=O)CCc3scnc3C)C2)cc1C (stereo not drawn)	0.92	-2	-10	7	8	-5	5.3	-1	0.93
Cc1cc(C(=O)Nc2sc3c(c2C#N)CCC(C)C3)no1 (stereo not drawn)	0.93	-4	-7	13	7	-8	-2.7	5	0.87
COc1ccc(CNS(=O)(=O)c2ccc(S(=O)(=O)NC3CC3)cc2)cc1	1	0	-7	15	0	-5	-0.7	-2	0.85
COCCn1c(C)cc(C(=O)COc2cccnc2[N+](=O)[O-])c1C	0.81	-3	-2	2	19	-6	-0.8	1	0.98
CCc1cc(Cn2nc(-c3ccccc3)cc2C(=O)NCC2CC2)on1	1.4	-4	-8	-8	-37	-16	-1.2	-4	1.1
CCC(c1nnc(SCC(=O)Nc2ccc(N3CCOCC3)cc2)n1Cc1ccccc1)N(C)C (stereo not drawn)	0.98	-1	-7	-2	2	-7	-0.4	2	1
Cc1snnc1C(=O)NC(=S)Nc1ccccc1	0.89	-3	-5	4	11	-10	1.9	-3	0.96
CSCC[C@@H](C(=O)NCCCCCCCCCCC(=O)N1CCNCC1)n1cc(CCO)nn1	0.99	-2	-5	-8	1	-6	-0.7	-6	1.1
CC(=O)N1CCc2ccc(S(=O)(=O)N3CCc4ccccc43)cc21	1	-4	-3	-11	-4	-8	2.5	1	1.1
Cc1cccc(NC(=O)COC(=O)c2ccc(S(=O)(=O)N3CCCCCC3)cc2)c1	0.9	0	-4	5	10	0	0.6	1	0.95
O=C(C1CCN(Cc2nc(Cc3cccc(F)c3)no2)CC1)N1CCOCC1	0.94	-4	2	-17	6	-8	0.4	3	1.2
Cc1cc(=O)[nH]c(N/N=C/c2ccc([N+](=O)[O-])cc2)n1	0.98	3	-4	13	2	nt	nt	-2	0.87
Cc1ccc(S(=O)(=O)N2CCCOC2CNC(=O)C(=O)NCc2ccco2)cc1 (stereo not drawn)	0.97	-1	-1	-5	3	-7	-1.3	2	1.1
COc1cccc(Sc2ccccc2/C=N/NC(N)=O)c1	1.1	1	1	12	-10	-10	0.4	2	0.88
CCc1cccc(CC)c1NC(=S)N1CCn2cccc2C1c1cccnc1 (stereo not drawn)	1	2	-8	0	-5	1	0.3	-2	1
CCCC(=O)Nc1c(-c2cccs2)c(=O)c2ccccc2n1C	0.96	1	-2	5	4	5	-1.6	0	0.95
Cc1c(Cc2ccccc2)c(=O)oc2cc(OCC(=O)N3CCC(C(N)=O)CC3)ccc12	0.86	3	-7	9	14	2	-0.3	0	0.91
COc1cccc(N2CC(C(=O)Oc3ccc4ccccc4c3)CC2=O)c1 (stereo not drawn)	1	-5	-4	6	-4	8	1.5	-1	0.94
CC(=O)NC(CC(=O)NCC(c1ccco1)N(C)C)c1ccccc1 (stereo not drawn)	1	-1	-4	-14	-2	4	-1.3	-2	1.1
CCNC(=O)NC(=O)C(C)Sc1nc2cc(C(=O)OC)ccc2c(=O)n1-c1ccccc1 (stereo not drawn)	0.97	-2	-7	2	3	-1	-2.9	-2	0.98

Compound profiles (already shown). Order of values: mIAP act	beta cell repl	A3G deaminase	hIAP inh	mIAP inh	ATG4B inh	MPTP block	A3A deaminase	hIAP act
Profile of `Cc1ccc(S(=O)(=O)N2CCCOC2CNC(=O)C(=O)NCc2ccco2)cc1` (stereo not drawn) = 0.97	-1	-1	-5	3	-7	-1.3	2	1.1
Profile of `Nc1ccn(-c2ccc(Cl)cc2)c(=O)c1` = 0.96	0	-8	-14	4	2	2.8	-3	1.1
Profile of `N[C@@H](CO)c1nnc([C@H](Cc2ccc(O)cc2)NC(=O)C2CCNCC2)o1` = 0.96	0	-10	-13	4	-10	-3.3	-2	1.1
Profile of `COc1c(C)cc(C(=O)C2CCCN(C(=O)CCc3scnc3C)C2)cc1C` (stereo not drawn) = 0.92	-2	-10	7	8	-5	5.3	-1	0.93

Next section
SMILES	mIAP act	beta cell repl	A3G deaminase	hIAP inh	mIAP inh	ATG4B inh	MPTP block	A3A deaminase	hIAP act
O=C(Nc1cccc(-c2nnco2)c1)c1cccs1	0.98	0	14	9	2	-5	-1.0	4	0.91
CCOC(=O)C1(CCOc2ccccc2)CCN(Cc2cnc(C)[nH]2)CC1	0.95	-2	-6	-15	5	18	4.1	2	1.2
O=C(c1ccc2c(c1)OCO2)N(CC1CCCO1)C1(C(=O)NC2CCCC2)CCCCC1 (stereo not drawn)	1.2	-2	-5	-8	-18	-6	-5.3	-6	1.1
O=C(OCC(=O)N1CCc2ccccc21)c1nc(Cl)ccc1Cl	0.96	-1	-8	-3	4	-4	-0.5	-2	1
CN(CC(=O)Nc1cccc(Cl)c1)S(=O)(=O)c1ccc2[nH]c(=O)oc2c1	0.42	0	-4	13	58*	-4	-1.0	0	0.87
Cc1cccc2cc(COC(=O)COc3ccccc3)c(=O)[nH]c12	1.1	1	0	-23	-7	-7	0.0	-12	1.2
COc1ccc(C(=O)Oc2cc(/C=N/NS(=O)(=O)c3ccccc3)ccc2OC)cc1	1	-4	-1	-6	-4	-11	0.5	-6	1.1
CCn1c(SCC(=O)NC(=O)NCc2ccco2)nc2sc(C)c(C)c2c1=O	0.99	8	32	3	1	6	-2.5	52	0.97
CC1=NN(C(N)=S)C(=O)C1N=Nc1ccccc1Cl (stereo not drawn)	0.75	-2	-6	-14	25	3	6.2	0	1.1
COc1ccc(-c2cc(=O)c(C(=O)c3ccc(C)cc3)n[nH]2)cc1	0.99	-1	-1	14	1	-1	0.2	-1	0.86
Cc1cc(C)cc(NC(=O)COc2ccc(C(=S)N3CCOCC3)cc2)c1	0.98	-3	-3	11	2	-10	0.8	-1	0.89
Cc1ccc(NS(=O)(=O)c2ccc3c(c2)OCCCO3)cc1S(=O)(=O)N1CCOCC1	1	1	-8	10	-1	-6	-0.1	0	0.9
CC(Sc1ccccc1)C(=O)NNC(=O)c1ccncc1 (stereo not drawn)	1	5	-6	-11	-2	7	-0.2	-3	1.1
O=C(CNC(=O)c1ccccc1F)Nc1ccccc1C(F)(F)F	0.98	-2	-6	7	2	14	0.8	-1	0.93
CCN1CCN(S(=O)(=O)c2ccc(Cl)c(C(=O)NCCc3ccccc3)c2)CC1	1	-3	-9	14	0	-7	-2.1	1	0.86
CCCN1C(=O)c2cc(C(=O)NCc3ccc(OC)cc3)ccc2C1O (stereo not drawn)	1	1	-7	12	-1	-3	-2.5	-3	0.88
CCOC(=O)C1=CN(Cc2cccc(Br)c2)S(=O)(=O)N(CC)C1C (stereo not drawn)	0.89	nt	6	nt	11	10	0.1	4	nt
Cc1ccc(-c2[nH]nc3c2C(c2cccnc2)C(C#N)=C(N)O3)cc1 (stereo not drawn)	0.94	4	-7	0	6	15	-1.3	-2	1
CC[C@]12c3[nH]c4ccc(Cl)cc4c3CCN1C(=O)[C@@H](CC(=O)NCCCN(C)C)C[C@@H]2C(=O)N1CCN(C(=O)c2ccco2)CC1	1.2	nt	-3	nt	-26	-3	0.6	1	nt
O=C(NCCc1ccccn1)c1ccc(OC(F)F)cc1	1	-1	-6	-8	-2	-1	-0.6	0	1.1
CC(=O)Nc1cccc(N(C)C)c1	1.1	-2	1	6	-10	-5	-1.3	-2	0.94
O=C(COC(=O)/C=C/c1ccc(OC(F)F)cc1)NCc1cccs1	0.96	-2	-9	8	4	9	0.6	-6	0.93
CCOC(=O)C(CCCOc1ccccc1)C(=O)OCC	0.92	4	-8	13	8	-13	-4.7	-20	0.87
O=C(N/N=C/C=C/c1ccco1)/C(=C/c1ccccc1)NC(=O)c1ccccc1	0.73	-3	7	0	27	3	2.1	8	1

Compound activity: PubChem BioAssay, Sanford-Burnham Center for Chemical Genomics
